Screening results from PubChem.
rCAG RNA binder: molecules binding r(CAG) RNA repeats; r(CAG) RNA repeat, TO-PRO-1 dye displacement fluorescence; inhibition, % at 3 µM; hit rate 1.3% among 370,000;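 active = inhibition above the plate cutoff, the mean of all test compounds on that plate plus 3 SD, cut at about 35% in these data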;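 also: 0% = DMSO alone and 100% = 100 µM mitoxantrone as full dye displacement; higher means more dye released from RNA so lower well fluorescence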
TDP2 inh: blocks human TDP2 phosphodiesterase activity; O95551; inhibition, % at 12.8 µM; AID 720702; hit rate 0.34% among 370,000; recombinant TDP2, T5PNP hydrolysis, p-nitrophenol absorbance 415 nm;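 active = inhibition above the mean of all tested compounds plus 3 SD, set per campaign, cut at about 25% in these data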;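 also: 0% = DMSO with enzyme and 100% = buffer with substrate but no TDP2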
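System – recombinant human TDP2 · Quantity – TDP2 enzyme at 120 nM final · Doses – single concentration, 12.8 µM nominal, with 1% DMSO · Incubation – 2 h at 37 °C · Measured by – epi absorbance of p-nitrophenol freed from T5PNP by hydrolysis · Read-out – % inhibition relative to enzyme-containing and enzyme-free wells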
PG9 binder: PG9 antibody binding by small molecule; hit rate 0.43% among 360,000; inhibition, % at 6.7 µM; TR-FRET gp120-PG9 antibody binding; in the data active = inhibition above about 8.5%
TCR-CD3 inh: inhibitors of human TCR-CD3 interaction. TAMRA-labeled TCR probe fluorescence, biochemical. inhibition, % at 9.4 µM. hit rate 0.37% among 360,000. AID 651800; in the data active = inhibition above about 19%;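 also: recombinant mutant TCR 2C K166C tagged with TAMRA read by polarization; 0% = receptor in buffer alone and 100% = receptor with positive control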
ABHD4 inh: inhibits mouse alpha/beta hydrolase domain 4; Q8VD66; purified mABHD4, FP-Rh probe fluorescence polarization; inhibition, % at 8.92 µM; hit rate 0.54% among 370,000;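 active = inhibition exceeding the mean over every tested compound plus 3 SD, cut at about 30% in these data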;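 also: 0% = plate median of compound wells and 100% = S159A mutant with DMSO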
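Doses – 8.92 µM, single dose · Material – wild-type mouse ABHD4 protein · Replication – single well per compound (singlicate) · Measure – percent inhibition of probe binding, normalized to plate controls · Schedule – 45 min compound pre-incubation plus 60 min probe step, 25 °C · Detection – fluorescence polarization with parallel and perpendicular emission, 525/598 nm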
PRMT1 FP inh: inhibitors of human PRMT1; recombinant PRMT1, activity-based probe fluorescence polarization; inhibition, % at 2.79 µM; hit rate 1.3% among 370,000; AID 652257; Q99873;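 active = inhibition above about 21% made by adding two undisclosed values, limit read from the data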
Target sequence (Q99873 whole entry, looked up): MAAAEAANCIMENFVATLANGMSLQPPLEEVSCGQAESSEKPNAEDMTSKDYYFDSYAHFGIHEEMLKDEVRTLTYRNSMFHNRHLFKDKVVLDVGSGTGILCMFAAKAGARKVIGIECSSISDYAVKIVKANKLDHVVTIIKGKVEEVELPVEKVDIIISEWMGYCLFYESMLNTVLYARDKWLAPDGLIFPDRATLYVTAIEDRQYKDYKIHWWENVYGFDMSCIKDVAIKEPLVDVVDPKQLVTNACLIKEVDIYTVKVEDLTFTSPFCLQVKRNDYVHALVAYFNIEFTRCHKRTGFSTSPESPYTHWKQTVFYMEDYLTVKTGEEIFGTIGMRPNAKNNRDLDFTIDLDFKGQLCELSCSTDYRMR
LEDGF integ inh: blocks HIV-1 LEDGF/p75-dependent DNA integration; hit rate 0.64% among 370,000; inhibition, % at 3.7 µM; TR-FRET IN-LEDGF/p75 DNA integration, Eu/Cy5;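 active = inhibition above the screen-wide mean plus 3 SD, cut at about 13% in these data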;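 also: signal is the Cy5 over europium emission ratio at 671 and 618 nm; 0% = plate median of compound wells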
NR1D1 modulator: Rev-erb alpha (human) modulation | P20393 | Rev-erbα–FITC-DNA binding, fluorescence polarization, 90 min | activity, % at 10 µM | hit rate 0.79% among 370,000 | AID 1259318;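 active = activity above about 14%, limit read from the data; passing the limit was not always enough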;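 also: 0% = DMSO wells with 35 nM protein and 100% = DMSO wells with 750 nM protein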
Target sequence (P20393 whole entry, looked up): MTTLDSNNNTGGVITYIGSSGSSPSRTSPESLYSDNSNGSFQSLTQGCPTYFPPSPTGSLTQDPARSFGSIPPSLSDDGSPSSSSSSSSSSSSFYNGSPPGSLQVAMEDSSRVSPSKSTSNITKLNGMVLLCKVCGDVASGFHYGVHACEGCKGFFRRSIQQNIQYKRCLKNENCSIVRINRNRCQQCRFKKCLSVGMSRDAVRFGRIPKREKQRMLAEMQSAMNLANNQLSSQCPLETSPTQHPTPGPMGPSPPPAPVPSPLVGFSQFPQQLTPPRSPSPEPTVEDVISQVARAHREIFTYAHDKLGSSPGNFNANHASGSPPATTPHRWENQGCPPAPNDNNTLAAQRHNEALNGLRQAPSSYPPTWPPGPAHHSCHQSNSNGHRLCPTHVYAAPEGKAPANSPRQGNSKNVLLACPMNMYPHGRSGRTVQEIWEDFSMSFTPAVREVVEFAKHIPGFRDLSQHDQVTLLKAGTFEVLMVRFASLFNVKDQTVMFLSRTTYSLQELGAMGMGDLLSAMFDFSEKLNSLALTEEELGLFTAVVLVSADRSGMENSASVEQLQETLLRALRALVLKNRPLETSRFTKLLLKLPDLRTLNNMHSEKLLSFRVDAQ
HTRA1 inh: HTRA1 (human) protease inhibition. Q92743. recombinant HTRA1, FP-rhodamine activity-based probe, fluorescence polarization. inhibition, % at 5.96 µM. hit rate 0.5% among 340,000; in the data active = inhibition above about 36%;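 also: 0% = enzyme with DMSO and 100% = wells lacking enzyme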
SIAE inh: blocks human sialic acid acetylesterase. Q9HAT2. SIAE FP-Rh probe binding, fluorescence polarization. inhibition, % at 9.66 µM. hit rate 0.69% among 370,000. AID 1053197;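 active = inhibition above a cutoff: mean of compounds within the control limits plus 3 SD of those, cut at about 17% in these data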;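 also: 0% = plate median of compound wells and 100% = probe without SIAE protein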
An asterisk follows results filed as active; / = not tested or not shown.

compound	ABHD4 inh	NR1D1 modulator	TCR-CD3 inh	TDP2 inh	LEDGF integ inh	PRMT1 FP inh	rCAG RNA binder	HTRA1 inh	PG9 binder	SIAE inh
CCCC1S/C(=N/N=C/c2ccc(OC)cc2)N(Cc2ccc(OC)cc2)C1=O (configuration not stated)	-3	-3	1	-10	2	-1	1	-6	-1.3	-8
CSc1ccc(CN2CCC2(C)C(=O)Nc2cccc(Oc3ccccc3)c2)cc1 (configuration not stated)	-12	0	8	-4	2	1	4	/	1.0	-11
CCOC(=O)Nc1ccc(S(=O)(=O)N2CCC(c3nc4ccccc4[nH]3)CC2)cc1	-3	-2	4	0	3	-4	5	-3	-1.4	1
C[C@H]1CC[C@]2(O[C@H](CCO)C[C@H](O)[C@H]2O)O1	7	0	-2	-4	0	0	1	-2	0.9	-2
CCOC(=O)C1CCN(c2c(NCCCN3CCCCC3)c(=O)c2=O)CC1	0	1	5	8	-4	-1	1	1	-1.4	8
CC(C)C1Cc2nc(Cl)c(C#N)cc2CO1 (configuration not stated)	1	1	0	5	1	-3	0	-1	0.4	1
COc1ccc(CCN2CC(C(=O)NCc3ccccc3)CCC2=O)cc1 (configuration not stated)	-2	-1	10	17	-1	-1	-6	-1	-3.6	4
CC(Oc1cccc(Cl)c1)C(=O)N1CCCN(C)CC1 (configuration not stated)	2	-7	2	-11	-6	-2	-5	2	-2.1	-1
COc1ccc(OC)c(NC(=O)CC2Oc3ccccc3NC2=O)c1 (configuration not stated)	-4	1	-9	-4	-1	2	-2	-2	-1.6	4
CCCn1c(-c2ccccc2)nc2c(=O)n(C)c(=O)[nH]c21	7	1	-2	-1	-4	-1	1	0	0.0	6
CCCc1cc(C(=O)N2CCCC(Cc3cccc(Cl)c3)(C(=O)OCC)C2)n(C)n1 (configuration not stated)	-7	4	-9	-5	-3	3	-9	-10	1.9	-3
CC1=NN(c2ccccc2)C(=O)C1(C)C	-7	3	-3	5	3	4	0	0	2.5	-7
Cc1ccc(-c2nnn(CC(=O)N(Cc3ccco3)C(C(=O)NC(C)(C)C)c3ccc(C)o3)n2)o1 (configuration not stated)	-13	-2	3	6	-2	0	-4	-18	-0.2	-3
CCc1ccc(NC(=O)C(C)OC(=O)/C=C/c2cccc([N+](=O)[O-])c2)cc1 (configuration not stated)	4	-5	5	6	-2	0	1	-2	0.1	-4
CCCCc1nc2cc(C(=O)N(C)C(C)c3ccccn3)ccc2o1 (configuration not stated)	-4	2	8	8	1	2	-5	7	0.5	0
COC(=O)c1c(NC(=O)CSc2ccccc2N)sc(C)c1C	-4	5	-3	-7	-3	-2	4	-12	-1.8	2
Cc1cc(NC(=O)CN2CCN(C/C=C/c3ccccc3)CC2)c([N+](=O)[O-])cc1C	-5	-1	0	6	3	4	1	0	0.7	3
CC(C(=O)NCCc1ccc(F)cc1)N1CCN(Cc2ccccc2)CC1 (configuration not stated)	-6	-4	3	12	6	-6	-6	0	-0.9	3
CCOc1ccccc1N(CC(=O)Nc1cccnc1)S(=O)(=O)c1ccc(C)cc1	3	-3	-3	8	-1	5	-5	-1	1.7	7
Cc1ccc(/C=N/NC(=O)c2cccc(NC(=O)c3ccccc3Cl)c2)o1	-16	-8	4	-4	0	2	5	-39	-5.2	-2
Nc1[nH]n(-c2c(Cl)cc(Cl)cc2Cl)c(=O)c1N=Nc1ccc(S(=O)(=O)Nc2ncccn2)cc1	7	8	9	-14	-5	3	14	3	-4.1	3
Cc1ccc(OCCC(=O)Nc2ccccc2C(=O)NC2CC2)cc1	-5	6	0	-8	-2	3	-2	9	2.7	7
COc1cccc(NC(=O)N2CCCC2C(=O)Nc2ccc3c(c2)OCO3)c1 (configuration not stated)	1	5	3	0	0	1	1	3	-1.8	-4
Cc1sc2nc(SCC(=O)N(CCO)CCO)nc(N)c2c1C	-6	1	-9	-3	-3	21	2	3	-1.5	-8
COc1ccccc1C(C(=O)NC1CCCCC1)N(C(=O)c1csnn1)C1CC1 (configuration not stated)	7	3	-1	14	2	-1	1	-7	-1.1	0
c1ccc(Cc2nnc3sc(C4COc5ccccc5O4)nn23)cc1 (configuration not stated)	4	-2	5	2	1	1	5	-14	-0.6	-1
COc1ccc(N2CCN(C(=O)CSc3nnc(-c4ccco4)n3C)CC2)cc1	-3	-1	-5	0	-2	-1	-4	/	-2.9	0
CC(C)(C)C(=O)NNC(=O)C1CC1(c1ccccc1)c1ccccc1 (configuration not stated)	-1	2	-5	3	0	-4	-4	6	0.2	7
Cn1ccc2ccc(-c3ccc4c(c3)[C@]3(CCC[C@@H](OCc5ccccc5)[C@@H]3NC(=O)CCc3ccccc3)C(=O)N4Cc3ccccc3)cc21	-6	3	/	10	-2	5	12	/	/	-4
CC1(C)OC(=O)C(C(c2ccccc2)C(C#N)C(N)=O)=C(O)O1 (configuration not stated)	1	0	1	1	2	-1	0	2	0.5	-2
CCOC(=O)N1CCN(C(=O)Nc2ccc3nc(C)sc3c2)CC1	-10	3	-2	1	2	1	-3	5	3.0	4
COc1ccc(CNC(=O)CCC(=O)N2CCN(C(C)=O)CC2)cc1	1	-5	-1	10	0	3	1	-7	0.0	3
COc1ccc(C(=O)NCC(=O)OCC(=O)Nc2cccc(S(=O)(=O)N3CCCC3)c2)cc1	-2	-1	4	-8	-8	5	5	-6	-1.7	-5
CS(=O)(=O)Nc1ccccc1-c1ccc2nccn2c1	3	1	2	8	-1	3	8	/	1.3	-6
O=C(COc1ccccc1)N1CCN(C(=O)Cc2ccccc2)CC1	-3	0	1	-9	0	4	-6	4	2.3	-1
CCOC(=O)/C(C#N)=C/C1=C(N2CCOCC2)CC(C)(C)OC1	1	5	-3	-11	-1	2	-4	4	0.9	8
O=C(CSc1nc2ccccc2[nH]1)NC1CCCc2ccccc21 (configuration not stated)	1	0	2	-1	0	-1	0	-10	2.3	-2
CCCCCCCCCCCCN1C(=O)CSC1c1cccnc1 (configuration not stated)	-12	0	2	6	3	-1	-4	-3	-0.1	2
CS(=O)(=O)c1ccc(NS(=O)(=O)c2ccc(Cl)c(C(=O)NC3=NCCS3)c2)cc1	-2	-7	5	7	1	-1	3	2	0.7	-3
Cc1nc2nc3c(c(=O)n2[nH]1)CCC3	3	-2	-5	5	-3	1	0	4	0.2	2
Cn1c(=O)c2c(ncn2Cc2ccc(O)c([N+](=O)[O-])c2)n(C)c1=O	-2	1	3	2	2	-3	1	/	0.2	5
CCN(CC)C(=O)C1CCCN(Cc2cccc(F)c2)C1 (configuration not stated)	10	-2	6	8	-2	0	-2	1	0.1	-2
CN(CC(=O)Nc1nc2ccc(F)cc2s1)S(=O)(=O)c1ccc(Cl)cc1	-4	-2	6	-11	0	-1	7	-18	-0.2	-4
CC1CC(C)CN(C(=O)c2cc3c(s2)CCC3)C1 (configuration not stated)	6	-2	-10	6	-3	3	-7	-2	-0.5	2
Nc1nc(SCC(=O)Nc2cc(C(F)(F)F)ccc2N2CCOCC2)n[nH]1	2	6	0	-9	0	1	-1	2	0.7	6
CCOC(CCc1c(C)nc(NC(C)=O)[nH]c1=O)OCC	-2	1	3	-4	2	1	0	-3	0.2	-3
CSCC[C@H](NC(=O)Nc1ccccc1C)C(=O)O	0	-1	5	4	3	-4	0	7	0.8	4
NC(N)=N/N=C/c1cccc(Cl)c1Cl	4	2	-3	0	-3	2	17	-4	-1.9	2
CC(C)NC(=O)CC(=O)N/N=C\c1ccccc1C(=O)O	3	1	1	1	-1	1	-2	3	-1.7	-7
O=C(NS(=O)(=O)c1ccc2c(c1)OCCO2)c1ccccc1	6	2	4	8	2	3	0	1	-0.5	0
C/C(=N/NC(=O)c1ccc2c(c1)OCO2)c1cccc(NC(=O)C(C)(C)C)c1	-7	1	-1	-6	2	-5	3	1	-0.2	-2
COC(=O)[C@@]12CCCCN1[C@H](c1ccc(-c3ccccc3)cc1)[C@H]1C(=O)N(C)C(=O)[C@H]12	-18	-1	-7	-2	0	6	14	-8	1.2	-8
COc1ccc(CN2CCCC(C(=O)N3CCCCC3)C2)cc1OC (configuration not stated)	4	0	-1	0	7	9	-1	10	3.0	-7
Cc1cccc(NC(=O)Nc2ccc3c(c2)OCO3)n1	-2	2	6	-14	-3	-1	4	-6	-2.5	-11
CCCCC(=O)OCC(=O)N1N=C(c2c[nH]c3ccccc23)C(O)C1c1ccc(OC)cc1 (configuration not stated)	-35	5	6	3	-1	-3	5	-26	-0.9	7
Cc1ccc2nc3sc(C(=O)N4CCCc5ccccc54)c(N)c3cc2c1	5	2	-2	5	-3	3	9	-18	-0.2	8
COc1ccc(/C=N/N=C/c2ccc(OC)c(OC)c2)cc1OC	1	11	-8	3	-1	2	-4	10	1.4	-2
Cc1cc(Br)ccc1NC(=O)CN(C)C(=O)CN1C(=O)NC2(CCCC2)C1=O	1	2	4	9	1	-3	-1	11	-0.6	10
COc1ccc(S(=O)(=O)CCc2nnc(NC(C)=O)s2)cc1	0	4	0	9	-3	-3	2	1	-2.0	1
O=C(O)c1ccc(N/N=C/c2ccc3c(c2)OCO3)cc1	4	-10	0	2	-2	4	2	/	-17	2

New compounds follow
compound	ABHD4 inh	NR1D1 modulator	TCR-CD3 inh	TDP2 inh	LEDGF integ inh	PRMT1 FP inh	rCAG RNA binder	HTRA1 inh	PG9 binder	SIAE inh
COc1cc(C2CC(=O)N3CN(c4ccccc4C)CSC3=C2C#N)cc(OC)c1OC (configuration not stated)	8	0	0	-8	5	38*	21	/	-1.8	-8
CCOC(=O)c1cc(-c2ccc(C)cc2)n(CCC(=O)NCCCOC)c1C	1	0	-4	2	0	-2	-12	1	-0.3	7
Nc1ccccc1N1C(=O)c2cccc3cccc(c23)C1=O	1	4	-1	18	2	-4	2	/	-2.8	1
Cc1ccnc(NC(=O)c2cccc(NC(=O)c3ccc(Cl)c(Cl)c3)c2)c1	-6	8	6	-2	-7	5	9	-16	3.6	1
CCN(Cc1ccc(NC(C)=O)cc1)CC1CCCN(CCc2cccc(OC)c2)C1 (configuration not stated)	-4	3	-1	2	63*	-6	-11	2	1.4	2
COCCC(=O)N1CCCC(C(=O)c2ccc3c4c(cccc24)CC3)C1 (configuration not stated)	5	-7	-1	7	-1	0	2	2	-1.2	4
CC(=O)c1ccc(Sc2ccc(C(C)=O)cc2)cc1	-2	0	4	1	-1	-1	-2	3	1.7	1
O=C(COc1ccc(Br)cc1CO)N1CCCc2ccccc21	1	0	4	-9	-3	0	-4	-7	1.7	-3

Limited to ABHD4 inh (2 entries from above):
SMILES	ABHD4 inh
O=C(NS(=O)(=O)c1ccc2c(c1)OCCO2)c1ccccc1	6
O=C(COc1ccccc1)N1CCN(C(=O)Cc2ccccc2)CC1	-3

A portion of the library (hit frequency here may not be typical).
